MCL1-BIM inh – MCL1-BIM-BH3 interaction inhibition (human); GST-MCL1 / FITC-Bim-BH3 fluorescence polarization; inhibition, % at 10.9 µM; actives 0.68% (n = 320,000);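 active = inhibition above the mean inhibition of all tested compounds plus 3 SD, set per campaign, cut at about 40% in these data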;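 note: 0% = DMSO wells and 100% = unlabeled Bim-BH3 peptide control; higher means more loss of mP so more displacement of Bim peptide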
Target sequence (Q07820 whole entry, looked up): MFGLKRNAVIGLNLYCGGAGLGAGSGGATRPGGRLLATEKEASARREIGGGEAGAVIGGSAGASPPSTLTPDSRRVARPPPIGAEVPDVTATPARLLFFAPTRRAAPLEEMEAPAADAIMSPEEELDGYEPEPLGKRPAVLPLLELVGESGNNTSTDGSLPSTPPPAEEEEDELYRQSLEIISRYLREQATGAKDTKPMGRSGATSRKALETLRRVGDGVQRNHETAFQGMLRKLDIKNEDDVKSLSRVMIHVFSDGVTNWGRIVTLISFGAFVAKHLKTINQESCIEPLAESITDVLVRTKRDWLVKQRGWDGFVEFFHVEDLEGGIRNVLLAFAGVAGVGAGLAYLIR
Bcl-xL primary – blocks human Bcl-xL binding to Bim BH3 peptide; GST-Bcl-xL / FITC-Bim BH3 peptide fluorescence polarization; Q07817; actives 0.7% (n = 320,000); inhibition, % at 10.9 µM;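 active = inhibition above the mean of all tested compounds plus 3 SD, cutoff set per campaign, cut at about 30% in these data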;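 note: 0% = DMSO wells and 100% = unlabeled Bim-BH3 peptide competitor; inhibitors lower millipolarization by displacing the labeled peptide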
GLD-1 TGE inh – GLD-1-TGE RNA interaction inhibition (C. elegans); Q17339; purified GLD-1 + fluorescein TGE RNA, fluorescence polarization; inhibition, % at 5.96 µM; actives 0.44% (n = 320,000);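 active = percent inhibition above a per-plate cutoff, the plate mean of test compounds plus 3 SD, cut at about 30% in these data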;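 note: 0% = DMSO wells with GLD-1 and probe and 100% = wells lacking GLD-1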
VLA-4 inh – inhibition in a human VLA-4 binding assay | P13612 | VLA-4 expressing cells, ligand binding flow cytometry | inhibition, % (about 7 µM as worked out from the volumes in the protocol) | actives 0.2% (n = 330,000); in the data active = inhibition above about 50%
GRK2 inh – human GRK2 inhibition via aptamer displacement | inhibition of aptamer binding, % at 10 µM | actives 0.59% (n = 330,000) | P25098 | bead flow cytometry, FAM-aptamer displacement from GRK2 | AID 488847;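 active = inhibition of aptamer binding above 40%, roughly 3 SD of noise, on plates passing a quality check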;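 note: median bead fluorescence of bound FAM aptamer so fluorescent compounds give negative values; no value below 0 was filed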
Target sequence (P25098 whole entry, looked up): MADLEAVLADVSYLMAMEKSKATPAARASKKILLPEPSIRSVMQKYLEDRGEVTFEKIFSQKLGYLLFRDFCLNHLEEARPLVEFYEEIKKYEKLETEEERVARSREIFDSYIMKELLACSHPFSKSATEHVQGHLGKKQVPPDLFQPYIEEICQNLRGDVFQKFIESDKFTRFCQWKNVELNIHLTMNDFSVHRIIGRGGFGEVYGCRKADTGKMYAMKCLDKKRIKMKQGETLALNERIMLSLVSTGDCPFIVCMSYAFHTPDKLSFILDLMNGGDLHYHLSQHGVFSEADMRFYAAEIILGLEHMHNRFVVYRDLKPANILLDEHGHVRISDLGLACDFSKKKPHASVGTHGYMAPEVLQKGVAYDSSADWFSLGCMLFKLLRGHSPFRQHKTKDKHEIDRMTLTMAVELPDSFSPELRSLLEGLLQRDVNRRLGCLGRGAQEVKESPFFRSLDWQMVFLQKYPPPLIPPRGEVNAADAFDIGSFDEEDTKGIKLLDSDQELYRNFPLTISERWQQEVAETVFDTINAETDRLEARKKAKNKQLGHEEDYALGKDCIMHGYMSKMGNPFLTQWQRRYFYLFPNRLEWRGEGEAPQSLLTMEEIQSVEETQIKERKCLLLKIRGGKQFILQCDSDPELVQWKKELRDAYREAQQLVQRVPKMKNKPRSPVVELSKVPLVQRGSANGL
Fam108B counter – counter-screen for RBBP9 inhibitors: inhibitors of mouse Fam108B; recombinant Fam108B, FP-Rh probe fluorescence polarization; inhibition, % at 9.51 µM; AID 1947; actives 0.33% (n = 300,000);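 active = inhibition above the screen mean inhibition plus 3 SD, computed separately per campaign, cut at about 18% in these data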;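 note: inhibitors lower polarization as less probe binds the enzyme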
CIT2 TOR yeast – alters CIT2-GFP fluorescence in TOR pathway yeast screen; actives 0.065% (n = 320,000); GFP response vs DMSO, % at 10 µM; S. cerevisiae CIT2-GFP strain, flow cytometry, 3 h; 100 means same as DMSO wells;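 active = GFP response relative to DMSO above a set limit, near the screen mean plus 3 SD, cut at about 150% in these data; inconclusive = Fewer than 70 cells measured for a yeast strain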;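 note: ratio of well median GFP fluorescence to mean of DMSO wells on the plate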
MEX-5 binding – C. elegans MEX-5 TCR-2 RNA binding activity | MEX-5/FITC-TCR2 RNA binding, fluorescence polarization; active compounds read low | activity score (negative = inhibition of binding), % at 10 µM | actives 0.38% (n = 300,000) | AID 1832;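 active = inhibition past about -25% in most replicates, and total fluorescence under double the plate's negative control median, limit read from the data; inconclusive = replicates evenly split on the limit, or fluorescence at least double controls; inactive = too little inhibition in most replicates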;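 note: 0% = DMSO and -100% = 5 µM competing unlabeled TCR2 RNA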
AGP1 TOR yeast – modulators of TOR pathway AGP1-GFP in S. cerevisiae; S. cerevisiae AGP1-GFP multiplex flow cytometry, 3 h; GFP as percent of DMSO wells; AID 2066; actives 0.02% (n = 320,000); GFP response vs DMSO, % at 10 µM;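 active = GFP response relative to DMSO above a set limit, near screen average plus 3 SD, cut at about 150% in these data; inconclusive = fewer than 70 cells counted for the yeast strain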;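 note: median GFP channel fluorescence of the gated AGP1 strain per well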
Numbers without * were called inactive; ? = inconclusive; nt = not tested or not shown; [ ] = another dose, or the depositor's remark.

SMILES	MCL1-BIM inh	Bcl-xL primary	GLD-1 TGE inh	VLA-4 inh	GRK2 inh	Fam108B counter	CIT2 TOR yeast	MEX-5 binding	AGP1 TOR yeast
COC(=O)C1C(=O)CC(C)(O)C(C(=O)OC)C1c1ccc2c(c1)OCO2 (stereo unspecified)	8	4	2	-11	0	2	107	0.8	106
COc1ccc(C(=O)C[N+]2(C)CCOCC2)cc1	-12	-12	9	26	0	3	98	-1.3	105
CC(C)C(=O)NC(=S)NCC(=O)c1ccccc1	8	6	5	-4	0	-4	87	-0.8	93
COCCN(CC(=O)Nc1cccc(C)c1C)C(=O)C1(c2ccc(Cl)cc2)CCC1	nt	nt	3	2	0	nt	102	nt	98
CC(=O)NC(Cc1ccccc1F)C(=O)NC1CCN(c2ncccc2[N+](=O)[O-])CC1 (stereo unspecified)	3	4	7	0	0	1	106	0.8	103
COc1ccc(C(C(=O)NCC2CCCO2)N(C(=O)Cn2nnc3ccccc32)c2ccc(NC(C)=O)cc2)cc1 (stereo unspecified)	1	-4	-13	3	1	0	104	-3.1	98
NS(=O)(=O)c1ccc(CCNC(=O)CSc2nc3ccccc3c(=O)n2CCN2CCOCC2)cc1	10	2	4	4	0	4	100	-3.2	100
Cc1nn(CC(C)C)c(Cl)c1C(=O)N(C)CC(=O)Nc1c(Cl)cccc1Cl	-6	-3	0	-20	0	2	104	-1.6	104
Cc1cccc(-n2ccc(=O)c(C(=O)Nc3ccc(S(=O)(=O)Nc4nccs4)cc3)n2)c1	8	6	2	24	2	-1	105	-3.4	103
CCOc1ccc(C(=O)Nc2cc(-c3nc4ccccc4[nH]3)ccc2C)cc1[N+](=O)[O-]	0	4	4	3	2	-31	97	-1.7	99
CCCSc1ccc([C@@H]2[C@H]3C(=O)N(CC)C(=O)[C@H]3[C@]3(C(=O)OC)CCCCN23)cc1OC	-8	-1	-6	23	0	2	95	7.7	98
Cc1cc(C)nc(NCC(O)CNc2ccccc2Cl)n1 (stereo unspecified)	0	2	-3	1	1	2	104	-2.1	96
CCc1cc(-c2[nH]ncc2-c2nc3ccccc3n2C)c(O)cc1O	2	2	-3	5	0	-5	89	2.4	101
O=C1NCN(CCO)CN1	7	3	4	2	1	-6	102	0.9	96
Cc1ccc(N2C(N)=C(C#N)C(c3cccnc3)C3=C2CCCC3=O)cc1 (stereo unspecified)	22	16	5	5	1	1	99	-0.5	101
CC(C)(C)n1nc2c(c1NC(=O)COc1ccccc1F)CS(=O)(=O)C2	6	4	-6	6	3	3	93	1.5	93
CCC1CCc2sc(C(=O)NNC(=O)c3ccncc3)cc2C1 (stereo unspecified)	4	-1	-1	2	2	1	100	2.4	109
CNC(=O)c1nc(C)n(-c2cc(Cl)cc(Cl)c2)n1	1	1	-4	8	1	-3	102	0.0	102
CCOC(=O)N1CCC(NC(=O)CCN2C(=O)COc3ccccc32)CC1	3	2	-2	-2	1	5	?	-4.2	?
CCOc1cc(/C=N/NC(=O)c2ccccn2)ccc1OC(=O)c1ccc(F)cc1	-2	1	7	14	15	-5	110	-0.9	102
CN(CCOC(=O)/C=C/c1ccco1)Cc1ccccc1	9	17	3	-16	0	-5	105	0.4	95
COC(=O)C(CO)NC(=O)C(C)NC(=O)CNC(=O)OCc1ccccc1 (stereo unspecified)	2	3	-11	22	1	1	89	0.6	103
CC1CCCN(C(=O)c2ccc3c(c2NCCO)C(=O)c2ccccc2C3=O)C1 (stereo unspecified)	5	8	1	12	2	5	107	-0.6	102
Cc1ccc(NC(=O)CSC2=NN3CCCC(=O)N=C3S2)c(C)c1	0	2	2	10	0	3	93	0.8	96
CCc1nnc(NC(=O)c2cc(-c3ccncc3)nc3ccccc23)s1	11	11	5	5	0	1	112	1.4	104
COc1cccc(/C=C2\SC(=S)N(NS(=O)(=O)c3ccc(C)cc3)C2=O)c1OC	8	8	-4	21	3	-2	88	-2.6	89
O=C(O)C1CCN(C(=O)NC2CCCCC2)CC1	3	7	-8	14	2	1	106	-0.8	100
CC(C)(C)n1nnnc1C(c1cccnc1)N1CCOCC1 (stereo unspecified)	7	4	-4	0	0	-1	96	0.7	106
CC(SCc1ccccc1)C(=O)NC1CCCC1 (stereo unspecified)	1	5	-1	-25	0	-5	98	-1.7	99
COc1ccccc1CCNS(=O)(=O)c1cc2c3c(c1)CCN3C(=O)CC2	2	3	-1	14	0	4	93	-2.9	94

Part of the list above, showing only Bcl-xL primary and GRK2 inh.
SMILES,Bcl-xL primary,GRK2 inh
COC(=O)C(CO)NC(=O)C(C)NC(=O)CNC(=O)OCc1ccccc1 (stereo unspecified),3,1
CC1CCCN(C(=O)c2ccc3c(c2NCCO)C(=O)c2ccccc2C3=O)C1 (stereo unspecified),8,2

Further records:
SMILES	MCL1-BIM inh	Bcl-xL primary	GLD-1 TGE inh	VLA-4 inh	GRK2 inh	Fam108B counter	CIT2 TOR yeast	MEX-5 binding	AGP1 TOR yeast
O=C(O)CCN1C(=O)c2ccc(NC(=O)CSc3ccccc3)cc2C1=O	-7	5	-2	18	1	-4	104	0.0	100
CCOC(=O)c1sc(NC(=O)CN2CC(C)OC(C)C2)nc1C (stereo unspecified)	0	6	4	21	1	1	95	2.1	96
CCOc1cc2c(cc1OC)C(NC(=O)C(F)(F)F)CC2=O (stereo unspecified)	-8	-6	5	-4	0	-2	nt	-1.1	105
OC(COc1ccccc1Br)CN1CCNCC1 (stereo unspecified)	nt	nt	nt	0	1	nt	107	2.0	91
O=C(c1ccco1)n1nc(-c2ccc(Cl)cc2)nc1NCc1ccco1	6	2	-8	32	0	2	94	-1.7	96
CC(C)(C)OC(=O)N1CCN(C(=O)OCC2c3ccccc3-c3ccccc32)CC1C(=O)O (stereo unspecified)	2	2	-5	nt	nt	2	nt	5.0	nt
CCOC(=O)c1oc2ccccc2c1COC(=O)CNC(=O)c1ccco1	-1	2	0	4	0	-1	98	2.3	102
COc1ccc(C(C)=O)cc1COc1ncnc2ccccc12	1	2	6	2	2	1	93[may fluoresce red]	0.8	?
N#Cc1ccccc1S(=O)(=O)Nc1ccc2c(c1)OCCO2	-1	3	2	-4	0	1	105	-0.2	106
CCOC(=O)CCc1nc2ccccc2[nH]c1=O	5	2	3	13	0	-1	nt	0.0	100
COc1ccc(S(=O)(=O)NCC(=O)N(CC(=O)NCc2ccco2)Cc2ccc(F)cc2)cc1	-3	0	-1	7	1	5	92	-1.6	93
C(=Nc1ccc(Nc2ccccc2)cc1)c1ccc2ccccc2c1	8	5	1	9	3	2	104	nt	102
O=C(COc1ccc(F)cc1)Nc1nc(-c2ccccn2)cs1	-2	5	6	-12	3	3	108	0.4	105
CSc1nnc(C2CCN(CC(=O)Nc3ccccc3N3CCOCC3)CC2)n1C	-2	1	7	10	1	-4	107	1.1	103
C=CCOc1ccc(C(c2c(O)nc(SC)[nH]c2=O)c2c(O)nc(SC)[nH]c2=O)cc1	9	11	4	-7	0	-1	97	-1.6	95
O=C(Nc1ccc(Cn2cccn2)cc1)c1ccc(COc2cccc(Br)c2)cc1	-8	-1	10	3	0	-17	96	0.3	100
CNc1nc(Nc2ccccc2)nc(OCC(F)(F)F)n1	-5	6	3	28	3	-2	101	-1.5	97
CCC(C)Nc1nc(CN2CCOCC2)nc2sc3c(c12)CCC3 (stereo unspecified)	6	7	7	3	0	6	111	-1.0	106
N=c1oc2ccc(Br)cc2cc1C(=O)NCc1ccc(F)cc1	-3	-2	5	9	1	3	98	-0.5	99
O=C(Oc1ccc(Cl)c2cccnc12)N1CCOCC1	0	2	7	1	1	5	95	0.7	80
CN(CC1CCCO1)S(=O)(=O)c1ccc(C(=O)Nc2nc3cc4c(cc3s2)OCO4)cc1 (stereo unspecified)	5	4	7	1	0	2	94	-1.5	96
CCN(CC(=O)Nc1ccc(Cl)c(C(F)(F)F)c1)CC(=O)NC1CCS(=O)(=O)C1 (stereo unspecified)	1	-2	-3	5	1	2	99	-0.3	79
CC(C)(C)C(=O)NC(=S)Nc1cccc(C(=O)O)c1	-2	5	7	1	1	1	105	-1.4	104
CC(C)(C)CC(=O)NC(=S)Nc1ccccc1[N+](=O)[O-]	5	7	6	13	0	3	101	-1.0	105
CCOc1cc(N2CCOCC2)c(OCC)cc1NC(=O)c1cc(C)nc2ccccc12	2	1	-8	9	0	6	107	1.0	102
COC(=O)Cc1c(C)c2ccc(OCC(=O)N3CCCC(C)C3)c(C)c2oc1=O (stereo unspecified)	-9	1	3	7	2	4	105	-1.7	97
O=C(CSc1nnc(-c2ccncc2)o1)N1CCCC1	-7	-2	7	-2	1	-6	108	-0.2	104
CCN(C(=S)Nc1cccnc1)c1cccc2ccccc12	12	21	7	-3	3	0	98	-1.1	101
CN(CC(=O)Nc1ccccc1C(=O)N1CCCC1)S(=O)(=O)c1ccc(Br)cc1	5	7	3	0	0	-2	97	-3.1	102
O=C(NNC(=S)NC(=O)c1ccccc1)c1ccc(O)cc1	12	5	5	8	1	-3	105	-5.0	102
CC(On1nnc2ccccc21)C(=O)N1CCN(Cc2ccccc2)CC1 (stereo unspecified)	0	1	0	7	0	2	100	-2.1	84
Cc1ccc(C)c(N2CCN(C(=O)c3ccc(CS(=O)Cc4ccc(Cl)cc4)o3)CC2)c1 (stereo unspecified)	8	4	0	11	0	0	87	-0.7	90
O=c1n(-c2cccc(Cl)c2)c(=O)n2n1CCC2	3	1	7	0	0	0	100	-1.8	100
COc1ccc(CNC(=O)CS(=O)Cc2nc(-c3ccc(C)cc3)oc2C)cc1 (stereo unspecified)	8	0	7	-10	0	3	108	-0.1	106
CCOC(=O)Cc1csc(NC(=O)COc2ccc(N(C)S(=O)(=O)c3cccs3)cc2)n1	-1	0	6	24	5	-4	91	1.2	93
O=C(NCC1CCCO1)c1c(O)c2c([nH]c1=O)CCCC2 (stereo unspecified)	-2	1	-2	-7	0	-1	107	2.6	107
CCNc1c([N+](=O)[O-])ncn1C	-5	-6	9	11	0	-6	100	0.6	96
CCN1CCN(c2ccc(S(=O)(=O)N3CCOCC3)cc2NC(=O)C(C)Oc2ccc(Cl)cc2)CC1 (stereo unspecified)	-15	-9	2	4	0	-3	106	0.4	109
N#CCCN(C(=O)COC(=O)c1nc(Cl)ccc1Cl)c1ccccc1	0	4	10	4	0	3	107	0.1	113
CNc1oc(-c2cccc3ccccc23)nc1C#N	6	9	-3	-7	0	6	109	-1.7	94
COc1cccc2cc(C(=O)NC(C)C3CCCO3)c(=O)oc12 (stereo unspecified)	6	13	5	8	0	1	96	0.0	104
CCCC(=O)c1cc2c(cc1NC(=O)c1ccccc1F)OCCO2	-3	2	5	1	0	-3	96	1.6	106
COc1ccc(Nc2ccc([N+](=O)[O-])cn2)cn1	49*	48*	45*	-5	nt	2	101	-7.6	93
CCCC1N2CC3([N+](=O)[O-])CN1CC([N+](=O)[O-])(C2)C3(C)C (stereo unspecified)	-2	3	-4	nt	nt	0	nt	1.0	nt
CC1CCc2c(nc3ncnn3c2Nc2ccc(OC(F)(F)F)cc2)C1 (stereo unspecified)	-1	-3	-5	24	0	6	101	5.0	106
Cc1cc(C)c(C(=O)N2CCCC(C(=O)c3cc(F)ccc3F)C2)o1 (stereo unspecified)	5	7	5	-11	3	3	98	1.9	97
